# Source: PubChem BioAssay
# N370S GC mod = inhibits or activates N370S mutant glucocerebrosidase. P04062. N370S GC spleen homogenate, 4MU-glucoside fluorescence. Potency, µM (series often up to 59.4 µM), for the others: at the top dose activity change, negative = inhibition, usual class: inhibitors. 330,000 tested, 0.092% active; active = well fitted inhibition curve with a large enough effect; inconclusive = small, poorly fitted or top-dose-only effect, or effect the other way, or another doubt; inactive = no such curve, though single readings can be large or run the other way;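 also: 0% = full enzyme activity and -100% = no enzyme basal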
# Starred values were filed as active, the others as inactive; u = inconclusive; & = joins results of further samples; [ ] = another dose, or the depositor's remark. Potency is read from the fitted curve at half-maximal effect. Not all compounds are listed, so the mix of outcomes need not match the whole.
mol,N370S GC mod
CC(=O)OC[C@@H]1O[C@@H](O/N=C2/C[C@@H](O)[C@@H](O)[C@@H]3[C@@H]4C(=O)N([C@@H](C)c5ccccc5)C(=O)[C@H]4CC[C@H]23)[C@H](OC(C)=O)[C@H](OC(C)=O)[C@@H]1OC(C)=O,4%[12.8 µM]
Cc1cc(C)cc(/C=C/C2OCC(O)C2Oc2ccc(C3CCCC3)cc2)c1 (stereo not given),-9%&6%[12.8 µM]
O=C(O)c1c(Sc2ccccc2)c2cc(Cl)ccc2n1Cc1ccc(Cl)cc1,23%
COc1ccc(OC)c(CC(NC(C)=O)C(=O)NC2CCN(c3nc(C)cc(C)c3C#N)CC2)c1 (stereo not given),-12%
C[C@@H](c1ccccc1)N1C(=O)[C@H]2[C@H]3[C@H](O)[C@H](O)C/C(=N/OC[C@@H](O)COCc4ccco4)[C@@H]3CC[C@@H]2C1=O,-2%[12.8 µM]
CCC(CCC(=O)Nc1nncs1)C(=O)O (stereo not given),2%
O=C(N=c1ccn(-c2nc3ccccc3nc2NS(=O)(=O)c2ccc(Cl)cc2)cc1)c1ccccc1Cl,-16%
O=C(CSc1nc2[nH]ncc2c(=O)[nH]1)Nc1nccs1,-1%
COc1ccc(/C=C/C(=O)c2c(OC)cc(O)cc2OC)cc1,1%
O=[N+]([O-])c1cccc(C2=N[C@@H](Cc3ccccc3)CO2)c1,7%[89.1 µM]
CCn1cnc2sc(C(=O)N3CCN(Cc4ccc5c(c4)OCO5)CC3)c(C)c2c1=O,1%
O=C(OCc1cc(Cl)ccc1OC(F)F)c1ccc([N+](=O)[O-])o1,3%
Nc1nc(SCc2ccc([N+](=O)[O-])cc2)c2ncn([C@@H]3O[C@H](CO)[C@H](O)[C@H]3O)c2n1,-5%
CCN1C(=O)[C@H]2[C@H]3[C@H](O)[C@H](O)C/C(=N/OC[C@@H](O)COCc4ccco4)[C@H]3CC[C@@H]2C1=O,-9%[12.8 µM]
O=C(/C(N=Nc1cccc([N+](=O)[O-])c1)=C(/O)c1ccc(Br)cc1)C(F)(F)F,1%
COc1ccc(C2=Nn3c(nnc3-c3cccc(OC)c3OC)SC2)cc1OC,-6%
CON(C)C(=O)c1nnc2c(n1)[nH]c1ccccc12,3%[12.8 µM]
COC(=O)NC(CC(C)=O)c1ccc(Cl)cc1 (stereo not given),1%[12.8 µM]
CCCn1c(C)nc2c(NCC(C)(C)CN(C)C)nc(C)nc21,-7%
CCOC(=O)CNC(=O)O[C@H]1C(=O)c2cc(OC)ccc2O[C@@H]1c1ccc(OC)c(Br)c1,3%
CO[C@H]1COC(=O)[C@H](C)COC(=O)[C@H](C)NC(=O)C/C=C\[C@H]1C,-2%[12.8 µM]
COC(=O)N1C2CC(=O)O[C@@H]3c4cc5c(cc4[C@]1(C)[C@@]3(Br)c1ccccc12)OCO5,2%[12.8 µM]
Cc1nc(NCc2ccccc2)c2nc(-c3ccccc3)n(CCN3CCCC3)c2n1,-6%
Cc1nnc(NC(=O)c2csc3c2CCCC3)s1,u
CC1CCN(CCCNC(=O)c2ccc(Cn3c(=S)[nH]c4ccc(Br)cc4c3=O)cc2)CC1,-11%
COc1ccc(NC(=O)/C=C/c2ccc(Cl)cc2)cc1,7%
COc1ccc(/C=C/NC(=O)c2ccc(OC)cc2)cc1,0%[12.8 µM]
C/C=C1/C2C=C(C)CC1(N)c1ccc(=O)[nH]c1C2 (stereo not given),-3%
COc1ccc(CN2C(=O)C(Cc3ccccc3)Nc3ncnc(N4CCc5ccccc5C4)c32)cc1 (stereo not given),-3%
C[C@H](NC(=O)Cc1cc(F)cc(F)c1)C(=O)N[C@@H](C(=O)OC(C)(C)C)c1ccccc1,-3%

# (list continues)
mol,N370S GC mod
CN(C)CCNC(=O)c1cc(Sc2ccc(F)cc2)nc2ccccc12,4%
Cc1cc2c(nc1C)CCCN2C[C@@H](O)CN1CCN(C)CC1,4%[12.8 µM]
COC(=O)N1CC=CC1(C)C(=O)NCC1CC1 (stereo not given),-11%
CCOc1cc(/C=C2/SC(=S)N(C)C2=O)ccc1Oc1ccc([N+](=O)[O-])cc1[N+](=O)[O-],3%
COCC(=O)Nc1cc(C(=O)Nc2ccccc2)ccc1Cl,-9%
CCCCC(C)/C=C(C)/C=C(\C)C(=O)NC1=CC(O)(/C=C/C=C/C=C/C(=O)NC2=C(O)CCC2=O)C2OC2C1=O (stereo not given),-14%
O=c1oc2ccc([N+](=O)[O-])cc2c(N2CCOCC2)c1[N+](=O)[O-],-6%
CCC(C)NC(=O)c1c(N)n(/N=C/c2cccs2)c2nc3ccccc3nc12 (stereo not given),-1%
Cc1ccc([N+](=O)[O-])c(C)c1,11%
CCOc1cc(/C=C2\SC(=Nc3ccc(F)cc3)N(c3ccc(F)cc3)C2=O)ccc1OCC(=O)O,5%
CSc1ccc(S(=O)(=O)Nc2cccc(F)c2)cc1,8%
COc1cc(CN2CCN(CCCSc3cc(C(C)(C)C)c(O)c(C(C)(C)C)c3)CC2)cc(OC)c1OC,-1%
COC(=O)[C@@]1(Cc2ccc(F)cc2)[C@H]2c3cc(C(=O)N(C)C)n(Cc4ccc(OC(F)(F)F)cc4)c3C[C@H]2CN1C(=O)c1ccccc1,-19%&-16%
COC(=O)C1=C(N)n2c(s/c(=C\c3cccnc3)c2=O)=C(C(=O)OC)C1c1cccnc1 (stereo not given),10%
CCCC[C@]12Cc3c(ccc4ccccc34)C(O1)C1=C(O2)C(=O)c2ccccc2C1=O,-10%[12.8 µM]
COC(=O)[C@@]1(Cc2ccccc2)[C@H]2c3cc(C(=O)N4CCCC4)n(Cc4cccc5ccccc45)c3C[C@H]2CN1C(=O)c1ccccc1,4%
CCCc1cc2c(n1Cc1ccc(OC)cc1)C(C)C1CN(C(=O)c3ccccc3)C(C)(C(=O)OC)C21 (stereo not given),1%
COc1ccc(C2=CC(=O)C=CC2=O)cc1,-29%
C=CCC1(CC=C)CCCN1C(=O)c1cc(COc2cncc(Cl)c2)on1,-1%
CO[C@H]1COC(=O)C/C=C\[C@H](C)COC(=O)[C@@H](OCc2ccccc2)/C=C\[C@@H]1C,-16%[12.8 µM]
C=CCOC(=O)N[C@H](/C(C(=O)OC)=C(\C)NCc1ccccc1)c1cccc(C(F)(F)F)c1,5%
COC(=O)[C@@H]1[C@@H]2C[C@H]3c4[nH]c5cc(OC)ccc5c4CCN3C[C@@H]2C[C@H](OC(=O)/C=C\c2cc(OC)c(OC)c(OC)c2)[C@H]1OC,-2%[21.6 µM]
CC(=O)OC[C@@H]1O[C@H](C/C=N\O[C@@H](C)c2cn([C@H](CO)Cc3ccccc3)nn2)C=C[C@@H]1OC(C)=O,-22%&-1%[12.8 µM]
C#CCCCO/N=C1/C[C@@H](O)[C@@H](O)[C@@H]2[C@@H]3C(=O)N(CCC(=O)OCC)C(=O)[C@H]3CC[C@@H]12,2%[12.8 µM]
O=C(c1n[nH]c2c1CCCC2)n1ccnc1,0%
C=CC[C@](C)(O)c1ccccc1,-11%
CNc1ccc(-c2nc3ccccc3s2)cc1,u
CCCCC[C@H](O)/C=C/C=C\CCCCCCCCCC(=O)O,8%
CC[C@H](C)[C@H](NC(=O)[C@H](Cc1ccc(O)cc1)NC(=O)[C@@H]1CCCN1C(=O)[C@H](CCCN=C(N)N)NC(=O)[C@H](CCCN=C(N)N)NC(=O)[C@@H]1CCCN1C(=O)[C@H](CCCCN)NC(=O)[C@H](CC(N)=O)NC(=O)[C@H](CCC(N)=O)NC(=O)[C@H](Cc1ccc(O)cc1)NC(=O)[C@H](CC(C)C)NC(=O)[C@@H]1CCC(=O)N1)C(=O)N[C@@H](CC(C)C)C(=O)O,-1%
CC1CCC(NC(=O)c2ccc(/C=C3\Oc4ccccc4N(C)C3=O)cc2)CC1 (stereo not given),13%

# Reformatted: results already given.
N370S GC mod	Molecule
3%	CCOc1cc(/C=C2/SC(=S)N(C)C2=O)ccc1Oc1ccc([N+](=O)[O-])cc1[N+](=O)[O-]
-9%	COCC(=O)Nc1cc(C(=O)Nc2ccccc2)ccc1Cl

# Molecules listed so far that have a COOH group (five):
mol,N370S GC mod
O=C(O)c1c(Sc2ccccc2)c2cc(Cl)ccc2n1Cc1ccc(Cl)cc1,23%
CCC(CCC(=O)Nc1nncs1)C(=O)O (stereo not given),2%
CCOc1cc(/C=C2\SC(=Nc3ccc(F)cc3)N(c3ccc(F)cc3)C2=O)ccc1OCC(=O)O,5%
CCCCC[C@H](O)/C=C/C=C\CCCCCCCCCC(=O)O,8%
CC[C@H](C)[C@H](NC(=O)[C@H](Cc1ccc(O)cc1)NC(=O)[C@@H]1CCCN1C(=O)[C@H](CCCN=C(N)N)NC(=O)[C@H](CCCN=C(N)N)NC(=O)[C@@H]1CCCN1C(=O)[C@H](CCCCN)NC(=O)[C@H](CC(N)=O)NC(=O)[C@H](CCC(N)=O)NC(=O)[C@H](Cc1ccc(O)cc1)NC(=O)[C@H](CC(C)C)NC(=O)[C@@H]1CCC(=O)N1)C(=O)N[C@@H](CC(C)C)C(=O)O,-1%

# Continued.
molecule | N370S GC mod
N#CCCCSc1nnnn1-c1cc(C(F)(F)F)cc(C(F)(F)F)c1 | 6%
CCCn1c(-c2ccc(F)cc2)nc2c(NCCCN(CC)CC)nc(C)nc21 | 6%
C[C@@H](C(=O)O)c1ccc(N2Cc3ccccc3C2=O)cc1 | 16%[21.6 µM]
COC(=O)[C@@]1(Cc2ccccc2)[C@H]2c3cc(C(=O)N4CCCC4)n(Cc4ccccn4)c3C[C@H]2CN1C(=O)c1ccccc1 | -4%
CC[C@H](C)[C@H](NC(=O)[C@H](CCC(=O)O)NC(=O)[C@H](CO)NC(=O)[C@@H](NC(=O)[C@@H](N)CO)C(C)C)C(=O)N[C@@H](CCC(N)=O)C(=O)N[C@@H](CC(C)C)C(=O)N[C@@H](CCSC)C(=O)N[C@@H](Cc1cnc[nH]1)C(=O)N[C@@H](CC(N)=O)C(=O)N[C@@H](CC(C)C)C(=O)NCC(=O)N[C@@H](CCCCN)C(=O)N[C@@H](Cc1cnc[nH]1)C(=O)N[C@@H](CC(C)C)C(=O)N[C@@H](CC(N)=O)C(=O)N[C@@H](CO)C(=O)N[C@@H](CCSC)C(=O)N[C@@H](CCC(=O)O)C(=O)N[C@@H](CCCNC(=N)N)C(=O)N[C@H](C(=O)N[C@@H](CCC(=O)O)C(=O)N[C@@H](Cc1c[nH]c2ccccc12)C(=O)N[C@@H](CC(C)C)C(=O)N[C@@H](CCCNC(=N)N)C(=O)N[C@@H](CCCCN)C(=O)N[C@@H](CCCCN)C(=O)N[C@@H](CC(C)C)C(=O)N[C@@H](CCC(N)=O)C(=O)N[C@@H](CC(=O)O)C(=O)N[C@H](C(=O)N[C@@H](Cc1cnc[nH]1)C(=O)N[C@@H](CC(N)=O)C(=O)N[C@@H](Cc1ccccc1)C(=O)N[C@H](C(=O)N[C@@H](C)C(=O)N[C@@H](CC(C)C)C(=O)NCC(=O)O)C(C)C)C(C)C)C(C)C | 0%
COC(=O)[C@@H]1CC[C@H](C)[C@@H](c2ccc(C)cc2)N1C(=O)c1ccc(/C=N\O[C@@H](C)c2cn([C@H]3COC[C@H]3O)nn2)cc1 | -12%[12.8 µM]
CC(=O)OC[C@@H]1O[C@H](CCON=C(C)C)C=C[C@@H]1OC(C)=O | 2%[12.8 µM]
COCCn1c(=O)c2c(nc3n2CCN3c2ccc(C)cc2)n(C)c1=O | 0%
O=C1C2=CC[C@H]3C(=O)N(Cc4ccc5c(c4)OCO5)C(=O)[C@@H]3[C@@H]2[C@H](O)[C@@H]2O[C@H]12 | -1%[12.8 µM]
COc1ccc([C@]23Cc4ccccc4C(O2)C2=C(O3)C(=O)c3ccccc3C2=O)cc1 | -1%[12.8 µM]
O=S(=O)(CCc1ccccc1)c1nnnn1C1CCCCC1 | 1%
CNc1nc(Cl)nc2c1ncn2CC(COC(=O)C(C)(C)C)COC(=O)C(C)(C)C | -16%
CC(C)C[C@H](NC(=O)CNC(=O)[C@H](C)NC(=O)[C@H](CC(C)C)NC(=O)[C@H](CCCNC(=N)N)NC(=O)[C@H](Cc1cnc[nH]1)NC(=O)[C@@H](NC(=O)[C@@H](NC(=O)[C@@H]1CSSC[C@H](NC(=O)[C@@H](N)CO)C(=O)N[C@@H](CC(N)=O)C(=O)N[C@@H]([C@@H](C)O)C(=O)N[C@@H](C)C(=O)N[C@@H]([C@@H](C)O)C(=O)N1)C(C)C)[C@@H](C)O)C(=O)N[C@@H](CC(C)C)C(=O)N[C@@H](CO)C(=O)N[C@@H](CCCNC(=N)N)C(=O)N[C@@H](CO)C(=O)NCC(=O)NCC(=O)N[C@H](C(=O)N[C@H](C(=O)N[C@@H](CCCCN)C(=O)N[C@@H](CC(=O)O)C(=O)N[C@@H](CC(N)=O)C(=O)N[C@@H](Cc1ccccc1)C(=O)N[C@H](C(=O)N1CCC[C@H]1C(=O)N[C@H](C(=O)N[C@@H](CC(N)=O)C(=O)N[C@H](C(=O)NCC(=O)N[C@@H](CO)C(=O)N[C@@H](CCCCN)C(=O)N[C@@H](C)C(=O)N[C@@H](Cc1ccccc1)C(N)=O)C(C)C)[C@@H](C)O)C(C)C)C(C)C)C(C)C | -1%
C/C=C/OC(=O)NC(c1cccc(C)c1)[C@@]1(C(=O)OCC)CCCC1=O (stereo not given in full) | -5%[12.8 µM]
CCN1C(=O)[C@H]2[C@@H]3[C@H](O)C=CC(=O)[C@H]3CC[C@H]2C1=O | -4%[12.8 µM]
CCOC(=O)c1ccc(NS(=O)(=O)c2ccc(Cl)nc2)cc1 | 0%
CC(=O)c1cnc(Nc2nc(C)c3cccc(C)c3n2)nc1C | 9%
C[C@H]1Cc2c(COc3ccccc3)nc3c(c2CO1)CN(C(=O)NCc1ccco1)CC3 | 5%[12.8 µM]
CCCCCCCC1=CC2=CC(=O)C(C)(O)C(=O)C2=CN1CCCC (stereo not given) | 4%[12.8 µM]
Cc1ccc(C(=O)NNC(=O)CSc2nnc(CNc3ccc(F)cc3)n2C)cc1 | -8%
CC(=O)c1c(C)[nH]c(C(=O)OCC(=O)c2c(N)n(C)c(=O)n(C)c2=O)c1C | 2%
N#Cc1nc(-c2ccc(F)cc2)oc1NCCCn1ccnc1 | -18%
